Compound activity from PubChem BioAssay.
UBC13 inh = blocks human UBC13 polyubiquitin chain formation. TR-FRET. inhibition, % at 20 µM. 330,000 compounds, 0.47% hits; in the data active = inhibition above about 45%, passing the limit was not always enough; inconclusive = no clear call, values can overlap the other calls
APOBEC3G inh = blocks human APOBEC3G single-stranded DNA deamination | recombinant A3G, ssDNA deamination FAM/TAMRA fluorescence | inhibition, % at 20 µM | 330,000 compounds, 0.28% hits;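 active = inhibition of at least 40% at 20 µM, with no more than 30% in the related APOBEC3A deaminase screen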;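 also: plate controls were DMSO wells with A3G for no effect and wells lacking A3G enzyme for full effect; some compounds called inactive have numbers as strong as hits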
Target sequence (Q9HC16 whole entry, looked up): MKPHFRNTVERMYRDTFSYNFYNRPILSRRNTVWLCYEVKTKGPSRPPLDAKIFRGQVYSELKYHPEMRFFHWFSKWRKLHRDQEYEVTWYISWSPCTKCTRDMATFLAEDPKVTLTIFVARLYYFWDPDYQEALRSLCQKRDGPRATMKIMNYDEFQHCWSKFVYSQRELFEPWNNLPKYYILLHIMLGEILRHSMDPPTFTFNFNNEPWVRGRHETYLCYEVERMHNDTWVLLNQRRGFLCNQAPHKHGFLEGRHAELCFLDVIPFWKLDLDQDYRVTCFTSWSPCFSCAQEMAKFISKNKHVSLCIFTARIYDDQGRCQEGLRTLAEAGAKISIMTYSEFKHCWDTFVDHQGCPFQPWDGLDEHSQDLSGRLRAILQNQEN
SENP8 block-1 = inhibitors of human SENP8 protease. recombinant SENP8, Nedd8 substrate fluorescence. inhibition, % at 20 µM. 360,000 compounds, 0.64% hits. AID 602440; in the data active = inhibition mostly above about 40%, no sharp cut-off; inactive = mostly below about 27%
SENP8 block-2 = inhibitors of human SENP8 protease. Q96LD8. purified SENP8, Z-RLRGG-aminoluciferin cleavage, luminescence. inhibition, % at 10 µM. 330,000 compounds, 1.2% hits. AID 2540; in the data active = inhibition above about 50%
SENP6 block = inhibitors of human SENP6 protease; 330,000 compounds, 1.8% hits; inhibition, % at 10 µM; Recombinant SENP6 catalytic domain, aminoluciferin luminescence;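 active = inhibition above about 50% at the single tested dose, limit read from the data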;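 also: plate controls were DMSO wells with enzyme for no effect and DMSO wells lacking enzyme for full effect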
SENP1 FRET inh = SENP1 (human) catalytic domain inhibition. Q9P0U3. recombinant SENP1 catalytic domain, CyPet-SUMO1-YPet FRET cleavage. inhibition, % at 10 µM. 360,000 compounds, 0.21% hits;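 active = inhibition at least 30% at 10 µM, raw YFP signal under a set limit, fluorescence ratio 0.5 to 1.5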;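 also: 0% = enzyme with DMSO and 100% = no enzyme wells; some results filed as inactive read as strong as hits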
Target sequence (Q9P0U3 419-644 limits assumed): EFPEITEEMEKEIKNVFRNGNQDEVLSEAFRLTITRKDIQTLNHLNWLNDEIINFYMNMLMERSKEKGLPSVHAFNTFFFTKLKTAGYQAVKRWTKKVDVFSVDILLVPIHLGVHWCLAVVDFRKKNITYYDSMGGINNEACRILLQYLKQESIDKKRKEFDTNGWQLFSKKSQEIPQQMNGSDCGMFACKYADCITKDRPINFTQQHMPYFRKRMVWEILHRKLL
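Assay system: hSENP1 catalytic domain, recombinant. Amount: SENP1 enzyme, 20 pM final. Schedule: 50 min reaction, RT, dark. Technique: FRET, CFP and YFP emission. Control set: no-enzyme wells low, DMSO-plus-enzyme wells high control.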
Apaf-1 inh = inhibitors of human Apaf-1 apoptosome; O14727; reconstituted apoptosome caspase-3 activity, DEVD-Rh110 fluorescence; AID 489030; 330,000 compounds, 0.71% hits; inhibition, % at 20 µM; active = inhibition of at least 40% at 20 µM;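 also: plate controls were DMSO wells for no effect and DEVD-CHO caspase inhibitor wells for full effect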
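Material: reconstituted apoptosome with Apaf-1, cytochrome c, caspase-9, procaspase-3, dATP. Technique: Rh110 fluorescence intensity. Buffer or medium: pH 7.5 Hepes buffer with CHAPS, BSA, DTT. Times: 30 min plus 50 min, RT.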
SENP7 block = blocks the human protease SENP7 | Q9BQF6 | recombinant SENP7, Z-RLRGG-aminoluciferin luminescence, 40 min | inhibition, % at 5 µM | 330,000 compounds, 1.5% hits;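 active = inhibition above about 50% at the single test dose, limit read from the data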;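 also: plate controls were DMSO with enzyme for no effect and no enzyme buffer wells for full effect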
Target sequence (Q9BQF6 706-1050 limits assumed): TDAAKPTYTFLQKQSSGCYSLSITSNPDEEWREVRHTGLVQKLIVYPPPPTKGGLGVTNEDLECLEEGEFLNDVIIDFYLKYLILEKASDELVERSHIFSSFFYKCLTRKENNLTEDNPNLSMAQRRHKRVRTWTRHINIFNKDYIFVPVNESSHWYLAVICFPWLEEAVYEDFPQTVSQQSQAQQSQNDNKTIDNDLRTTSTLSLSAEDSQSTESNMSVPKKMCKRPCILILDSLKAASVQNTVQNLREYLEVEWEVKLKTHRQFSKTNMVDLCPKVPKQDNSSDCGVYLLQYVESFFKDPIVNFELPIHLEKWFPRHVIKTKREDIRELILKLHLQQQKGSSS
* hit, by the source's call; ? = inconclusive.

SMILES	UBC13 inh	APOBEC3G inh	SENP8 block-1	SENP8 block-2	SENP6 block	SENP1 FRET inh	Apaf-1 inh	SENP7 block
Cc1c(Cl)cccc1NC(=S)NCc1ccc2c(c1)OCO2	10	-3	5	-2	5	0	5	12
CCOC(=O)CCC(=O)N1CCOCCOCCN(C(=O)CCC(=O)OCC)CCOCC1	0	-1	3	5	10	0	-10	-1
Cn1nnnc1SCC(=O)Nc1ccccc1[N+](=O)[O-]	-4	-1	20	-4	-5	3	-8	-8
CCCCn1c(N)c(N(CC(C)C)C(=O)CCNC(=O)c2ccccc2Cl)c(=O)[nH]c1=O	1	-7	12	0	-16	-1	-3	-5
CC(=O)N[C@@H](CC(=O)O)C(=O)O	1	-6	11	-11	-3	-2	11	-5
CN(CC(=O)Nc1ccccc1Br)C(=O)CCc1nc2ccccc2c(=O)[nH]1	-4	-10	15	-3	-10	1	4	4
COc1cc(-c2nc3cccc(C)n3c2NCC2CCCO2)ccc1O (stereo unspecified)	26	0	-418	0	-9	-4	-1	-1
CC1(C)COC2(OC1)C(=O)Nc1ccccc12	-3	-5	-3	2	9	3	-8	-4
O=C(CSc1nncc2ccccc12)Nc1ccc(C(=O)O)cc1	27	-1	1	-5	0	4	-10	-10
Nc1c(NC(=O)CC[n+]2ccccc2)cccc1[N+](=O)[O-]	-25	2	26	-1	1	2	-22	1
COc1ccc(CCN2CC(C(=O)NCC(c3ccccc3)N(C)C)CC2=O)cc1OC (stereo unspecified)	11	-4	4	-7	-11	-2	1	4
CCOC1(OCC)N=C(N)C2(C#N)C(c3cccc(OC)c3OC)C12C#N (stereo unspecified)	7	-3	8	6	18	-3	-9	3
Cn1c(CNC(=O)C2CCCCC2)cc2cc(Cl)ccc21	-3	-3	-52	5	-18	-7	-1	7
Cn1c(SCCN2CCCC2)nnc1C1CCN(S(=O)(=O)c2ccc(F)cc2)CC1	3	-7	7	-4	-4	-2	-4	-2
N#Cc1c(-c2ccccc2)nc(SCC(=O)Nc2ccc(OC(F)(F)Cl)cc2)[nH]c1=O	32	-2	1	10	16	2	11	-10
COc1ccc(CNC(=O)COC(=O)c2c[nH]c(=O)[nH]c2=O)cc1OC	4	6	15	1	-12	0	8	14
COc1ccc(S(=O)(=O)NCc2ccncc2)cc1NC(=O)c1ccccc1C	-2	-8	12	3	-11	0	1	13
COCCNc1nnc(SCC(=O)Nc2nnc(-c3ccccc3)o2)s1	-3	-10	6	-5	-12	-1	-4	-4
Cc1c(C(=O)N2CCCC2)oc2ccc(Br)cc12	-6	10	2	-4	-3	-9	19	1
CCOCCn1c(CN2CCN(c3cccc(Cl)c3)CC2)nc2c1c(=O)n(C)c(=O)n2C	-3	-3	2	4	5	3	8	1
CC(C)(C)C(=O)COC(=O)C1CC(=O)N(c2ccccc2)C1 (stereo unspecified)	-2	4	6	5	-1	-1	0	4
COc1ccc(-c2cn3c(C)c(C(=O)Nc4cccc(C)n4)sc3n2)cc1	6	-4	-121	-1	-8	-14	2	9
O=c1ccnc(SCCc2ccccc2)[nH]1	-14	1	13	-10	-21	2	0	-13
CC1=CCC(C(=O)O)C(C(=O)O)C1 (stereo unspecified)	-10	-6	9	-9	1	-5	0	-11
COCc1cc(C)nc2sc(C(=O)Nc3ccccc3F)c(N)c12	1	-9	-300	-4	-5	-26	0	2
Cc1cc(C)nc(/N=C(\N)N2CCc3ccccc32)n1	13	0	33	4	-11	-1	-10	4
CCC(C)NC(=O)c1cc2cc3ccc(OC)cc3nc2o1 (stereo unspecified)	6	-9	-271	4	-5	0	-3	2
COc1ccc(CCNC(=O)CCn2cccc2)cc1OC	-4	1	15	4	2	4	3	12
COc1cc(C2NC(=O)NC(C)=C2C(=O)NCc2ccccc2)c(Cl)cc1O (stereo unspecified)	5	0	12	-7	-5	-2	-12	-1
Cc1cccc(C(=O)OCC(=O)NNC(=O)c2cccs2)c1O	7	-2	12	-4	1	0	5	5
CCn1ccc(C(=O)Nc2ccc3c(c2)CCC3)n1	-8	18	10	25	43	-1	22	59*
CN(C)S(=O)(=O)c1ccc(Cl)c(NC(=O)COC(=O)CN2C(=O)NC(C)(C)C2=O)c1	-3	-3	5	-21	-5	2	-8	2
COc1cccc(CN2C(=NC(=O)C3CC3)SC3CS(=O)(=O)CC32)c1 (stereo unspecified)	-7	-6	17	-6	19	3	17	8
O=C(N/N=C/C1CCCCC1)c1cc(Cl)ccc1O	2	-7	-473	-11	-3	1	-9	2
CN(C)CCOc1cc(Cl)cc(Cl)c1	11	-7	7	3	16	1	-7	5
C/C(N)=C(/C#N)C(=O)COC(=O)Cc1coc2cc(C)ccc12	-4	-3	-2	0	4	-2	0	3
COCn1cnc(-c2ccccc2)c1-c1ccccc1	4	13	-5	-5	-4	-207	4	6
Cc1c(C(=O)C(=O)N2c3ccc(F)cc3CCC2C)c2ccccc2n1C (stereo unspecified)	-3	0	13	1	-8	3	20	-3
c1ccc([C@H]2CN3C(=N2)Sc2ccccc23)cc1	6	-4	14	89*	93*	1	3	88*
NC(=O)Nc1ccccc1C(=O)N1CCC(O)(c2ccc(Cl)cc2)CC1	-1	-4	10	-2	-12	2	0	1

Reformatted bar-delimited: 6 of the compounds above
SMILES | UBC13 inh | APOBEC3G inh | SENP8 block-1 | SENP8 block-2 | SENP6 block | SENP1 FRET inh | Apaf-1 inh | SENP7 block
CC1=CCC(C(=O)O)C(C(=O)O)C1 (stereo unspecified) | -10 | -6 | 9 | -9 | 1 | -5 | 0 | -11
COCc1cc(C)nc2sc(C(=O)Nc3ccccc3F)c(N)c12 | 1 | -9 | -300 | -4 | -5 | -26 | 0 | 2
C/C(N)=C(/C#N)C(=O)COC(=O)Cc1coc2cc(C)ccc12 | -4 | -3 | -2 | 0 | 4 | -2 | 0 | 3
CC(C)(C)C(=O)COC(=O)C1CC(=O)N(c2ccccc2)C1 (stereo unspecified) | -2 | 4 | 6 | 5 | -1 | -1 | 0 | 4
Cc1cc(C)nc(/N=C(\N)N2CCc3ccccc32)n1 | 13 | 0 | 33 | 4 | -11 | -1 | -10 | 4
COc1cccc(CN2C(=NC(=O)C3CC3)SC3CS(=O)(=O)CC32)c1 (stereo unspecified) | -7 | -6 | 17 | -6 | 19 | 3 | 17 | 8

(continued)
SMILES	UBC13 inh	APOBEC3G inh	SENP8 block-1	SENP8 block-2	SENP6 block	SENP1 FRET inh	Apaf-1 inh	SENP7 block
COc1ccc(S(=O)(=O)N(C)CC(=O)Nc2cccc(C(C)=O)c2)cc1C	4	-4	10	-12	-13	3	-6	-6
O=C(NCc1ccccc1Br)c1ccc2c(c1)OCCO2	0	-4	-1	-13	7	-1	3	-8
CCCCS(=O)(=O)N1CCCC(C(=O)N2CCOCC2)C1 (stereo unspecified)	3	-8	14	1	-6	0	-5	0
C=CCNC(=O)c1onc(CSc2ccccc2CC)c1C(=O)O	-7	-11	10	-3	-6	2	0	6
O=S(=O)(c1cccc(S(=O)(=O)N2CCC(n3nnc4ccccc43)CC2)c1)N1CCCCC1	-4	-3	4	-2	-11	1	18	-11
CCCn1c(C2CC(=O)N(c3ccc(C)cc3)C2)nc2ccccc21 (stereo unspecified)	-1	-6	1	-12	-4	0	-5	-3
O=C(NC1CC1)C1CCN(C(=O)c2ccc(Cl)cc2Cl)CC1	5	1	4	-4	-10	3	0	4
CC(C)c1ccc(N(C(=O)CNC(=O)c2ccco2)C(C(=O)NC2CCCC2)c2cccnc2)cc1 (stereo unspecified)	-1	-8	16	-3	2	2	5	-7
CCOCc1c(C(=O)Nc2ccc3nc(N4CCOCC4)sc3c2)oc2ccccc12	10	-9	-101	-1	-17	-8	16	-10
NC(=NC(=O)c1ccccc1)N1CCOCC1	-5	-2	4	-10	-22	3	-7	-10
COC(=O)c1c(C)oc(C)c1S(=O)(=O)N(Cc1ccccc1)C(C)C	2	-8	25	-2	-11	2	-2	-1
COCCn1c(=NC(=O)CSC(C)=O)sc2cc(OC)ccc21	1	-5	-80	13	13	-11	-2	5
CC(=O)c1sc(N/N=C\c2ccccc2O)nc1C	-4	-27	-352	56*	68*	-29	0	43
O=C(NCCN1CCOCC1)c1ccc2c(c1)N(Cc1ccc(Cl)cc1)C(=O)CS2	3	-4	10	4	-8	-1	9	9
CCOCc1c(C(=O)Nc2cc(OCC)c(N3CCOCC3)cc2OCC)oc2ccccc12	5	-4	8	-5	-16	7	31	4
CCOc1ccc2nc(N(CCN(C)C)C(=O)/C=C/c3cccs3)sc2c1	20	-1	6	-4	-2	3	17	1
CCCCN1CNC(=S)N(c2cc(C)ccc2C)C1	6	-1	12	-1	15	1	-3	6
COC(=O)C1=C(CSCc2ccccc2)NC(=O)NC1c1cc(C)ccc1C (stereo unspecified)	0	-8	19	-18	-27	-1	23	-13
COc1cc(C(CCN2CCN(c3ccccc3)CC2)c2c(OC)cc(OC)c3ccc(=O)oc23)cc(OC)c1OC (stereo unspecified)	0	-7	-79	0	0	-9	0	11
O=C(CN1C(=O)CSc2ncccc21)Nc1ccccc1F	-6	-3	3	-8	-7	-2	-7	10
Nc1nnc(CSCc2ccc(F)cc2)s1	9	1	21	2	-4	3	-19	-3
Cc1[nH]c(C)c(S(=O)(=O)Nc2ccccc2)c1C(=O)N1CCCC1	-1	-3	-2	-6	9	-1	-2	3
O=C(Nc1ccncc1)c1sc2ccccc2c1Cl	6	-8	8	6	-8	2	-4	1
Cc1cc(Br)ccc1OCC(=O)NC1CCCC1	3	-4	10	4	5	3	13	-2
CC1(C)C2CCC1(CS(=O)(=O)NCCc1c[nH]c3ccccc13)C(=O)C2 (stereo unspecified)	-4	-13	-4	1	-7	-2	11	2
Cc1ccc(S(=O)(=O)NCCN=Cc2ccc(N(C)C)cc2)cc1	0	-9	-18	-1	7	-2	4	-3
CCOc1cc(/C=N/NC(=O)c2ccc(=O)n(C)c2)ccc1O	-9	-2	-8	-5	-43	1	0	-2
CCCCc1nc(SCc2ccc([N+](=O)[O-])cc2)n[nH]1	7	-4	17	3	-7	0	-14	7
O=C(NCC1CCCO1)c1cccc(Oc2c(Cl)cccc2[N+](=O)[O-])c1 (stereo unspecified)	1	0	6	4	19	1	16	2
NS(=O)(=O)c1ccc2nc(NC(=O)CS(=O)(=O)c3ccccc3)sc2c1	-4	-3	-6	-7	-13	-4	-6	11
O=C(NC(Cc1ccccc1)C(=O)O)/C(=C/c1ccc(Cl)cc1)NC(=O)c1ccccc1 (stereo unspecified)	-7	1	5	-1	-14	-2	3	-6
CCOc1ccc(OCCCC(=O)N(CC)CC(=O)Nc2c(F)cccc2F)cc1	12	-9	1	4	-13	0	-10	-2
COc1ccc(CNC(=O)CN(C(=O)c2csnn2)c2cccc(C(C)=O)c2)cc1	2	-6	2	12	9	2	-1	5
COC(=O)CSc1ncnc2scc(-c3ccccc3)c12	9	-2	14	-1	-6	-1	-3	4
O=C(Cc1ccccc1)NNC1CC(=O)N(c2ccc(Oc3ccccc3)cc2)C1=O (stereo unspecified)	4	-7	0	3	-29	-1	-3	1
CC(=O)Nc1ccc(S(=O)(=O)N2CCN(C(=O)c3ncoc3-c3cccc(F)c3)CC2)cc1	-3	-2	7	-7	-13	2	7	-12
O=C1c2ccccc2NC(c2ccc3c(c2)OCO3)N1O (stereo unspecified)	2	1	-68	-11	3	1	2	-6
Cc1cccc(Nc2nc(N)c([N+](=O)[O-])c(N3CCOCC3)n2)c1	-6	-1	29	2	5	-2	-14	3
Cc1ccc(-c2nc(=S)c3c(n2CC2CCCO2)CC(C)(C)OC3)cc1 (stereo unspecified)	?	-7	2	-6	-9	-1	-9	3
Cc1[nH]c2ccccc2c1C1C(c2ccccc2)=NN=C(C(C)C)N1O (stereo unspecified)	2	4	8	-4	-3	3	11	7
CC(=O)Nc1ccc(Oc2ccc3nc(C)[nH]c3c2)cc1	5	-4	-1	-12	-9	-2	-3	-13
Cc1ccc(NC(=O)CCN2C(=O)CSC2=O)c(C)c1	-3	-2	12	-9	-27	0	-2	-6
